Screening results deposited in PubChem BioAssay by several laboratories.
STAT3 act = STAT3 signaling activation. U3A cells, IL-6 STAT3-luciferase reporter, luminescence; 100% = signal with IL-6 EC80 alone. 190,000 tested, 0.91% active. activation (% of control), % at 5.6 µM. AID 871;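 active = activation above the screen-wide mean of compound activation plus 3 SD, cut at about 130% in these data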;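 also: 0% = background luminescence of wells with medium and substrate only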
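Material: STAT3-luciferase reporter U3A cells. Controls: IL-6-treated wells, 100% activation. Read-out: % activation versus median of IL-6-stimulated wells. Probe or stimulus: IL-6 stimulus at 33 ng/mL final. Timing: compound 1 h, then IL-6 6 h at 37 °C. Signal: reporter luminescence signal.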
STAT3 blocker = reduces IL-6 driven STAT3 reporter signal; U3A cells, IL-6 STAT3-luciferase reporter, luminescence; host cell line lacks STAT1; inhibition, % at 5.5 µM; 190,000 tested, 0.89% active; AID 862;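 active = inhibition above the mean inhibition across all screened compounds plus 3 SD, cut at about 44% in these data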;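 also: 0% = DMSO only wells and 100% = 100 µM nifuroxazide control wells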
STAT1 activator = increases IFN-gamma driven STAT1 reporter signal. NIH 3T3 STAT1-luciferase reporter, luminescence; 100% = IFN-gamma alone, no compound. activation (% of control), % at 5.5 µM. 200,000 tested, 2.6% active;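 active = activation above the screen-wide mean activation plus 3 SD, cut at about 130% in these data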;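 also: raw ratio to IFN-gamma control signal so 100% means no change and 0% no light; values of inactives mirror those of a sister screen read the other way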
APP 5'UTR act = APP 5'UTR luciferase reporter activation | SH-SY5Y APP 5'UTR luciferase reporter, luminescence; zero percent = DMSO vehicle wells | activation, % at 2 µM | 190,000 tested, 1% active | AID 1276;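 active = activation above a set limit, based on mean plus 3 SD of controls, cut at about 140% in these data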; also: values of inactives mirror those of a sister screen read the other way
Hsp70 activator = switches on Hsp70 transcription. HeLa Hsp70 promoter luciferase reporter, luminescence; scaled: vehicle 0, proteasome-inhibitor control 100%. activation, % at 10 µM. 200,000 tested, 0.04% active. AID 1203;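 active = activation above the mean across all tested compounds plus 3 SD, cutoff set per campaign, cut at about 5.5% in these data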;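 also: 100% = MG132 at 30 µM as the positive control and 0% = DMSO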
NF-kB neuron act = raises NF-kB expression in human neuronal cells; NF-kB reporter expression; active compounds read high; fold change at 12.5 µM; 190,000 tested, 1.6% active; AID 1239; in the data active = fold change above about 3.3
FLuc inh counter = Photinus pyralis luciferase inhibition counter-screen | inhibition, % at 10 µM | ATPLite firefly luciferase biochemical luminescence, 10 min | 200,000 tested, 1.5% active | P08659;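 active = inhibition above about 50% when tested at 10 µM, limit read from the data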
Target sequence (P08659 whole entry, looked up): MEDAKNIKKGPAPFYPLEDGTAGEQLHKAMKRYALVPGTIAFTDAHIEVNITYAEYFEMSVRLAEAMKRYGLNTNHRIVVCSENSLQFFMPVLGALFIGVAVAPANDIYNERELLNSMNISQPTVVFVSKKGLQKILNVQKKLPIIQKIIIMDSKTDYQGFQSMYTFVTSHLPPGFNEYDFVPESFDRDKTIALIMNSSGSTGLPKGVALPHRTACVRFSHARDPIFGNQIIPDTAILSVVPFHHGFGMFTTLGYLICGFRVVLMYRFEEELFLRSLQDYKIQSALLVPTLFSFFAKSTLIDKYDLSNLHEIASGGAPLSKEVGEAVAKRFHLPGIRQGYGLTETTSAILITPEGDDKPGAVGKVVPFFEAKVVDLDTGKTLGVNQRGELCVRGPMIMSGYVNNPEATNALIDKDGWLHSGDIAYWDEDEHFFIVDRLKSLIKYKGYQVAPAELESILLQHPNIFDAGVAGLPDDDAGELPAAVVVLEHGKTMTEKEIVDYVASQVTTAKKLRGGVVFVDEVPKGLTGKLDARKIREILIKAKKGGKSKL
STAT1 blocker = reduces IFN-gamma driven STAT1 reporter signal | NIH 3T3 STAT1-luciferase reporter, luminescence | AID 920 | 200,000 tested, 0.35% active | inhibition, % at 5.5 µM;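 active = inhibition above a set limit, the mean inhibition across all tested compounds plus 3 SD, cut at about 34% in these data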;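 also: 0% = IFN-gamma with DMSO and 100% = IFN-gamma with 300 µM nifuroxazide; values of inactives mirror those of a sister screen read the other way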
RAM inhibit = blocks the yeast RAM network; AID 868; 190,000 tested, 1.8% active; inhibition, % at 50 µM; S. cerevisiae dse1pr::URA3 reporter, 5-FOA growth OD615, 2 d; analog-sensitive cbk1-as2 kinase mutant strain;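 active = inhibition above a set limit, 3 SD over mean compound inhibition, cut at about 8.4% in these data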;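 also: 0% = DMSO-only wells with no growth and 100% = 10 µM 1-NA-PP1 full growth; inhibition rescues growth on 5-FOA so higher OD means more RAM inhibition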
APP 5UTR inh = APP translation inhibition; SH-SY5Y APP 5'UTR-luciferase reporter, luminescence; inhibition, % at 2 µM; 190,000 tested, 0.82% active;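 active = inhibition above a set limit, derived from the sample mean plus 3 SD, cut at about 45% in these data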; also: values of inactives mirror those of a sister screen read the other way
Starred values were filed as active, the others as inactive; x = no result given.

Value order – STAT3 act, STAT3 blocker, STAT1 activator, APP 5'UTR act, Hsp70 activator, NF-kB neuron act, FLuc inh counter, STAT1 blocker, RAM inhibit, APP 5UTR inh
C#CCNC(=O)C1=C[C@@H](c2coc3ccccc3c2=O)[C@H](CCCO)[C@@H](OCC)O1
→ x, x, 97, 7, -0.2, 1, -3, 5, 1.6, -7
Cn1c(C(=O)N2CCC(C(=O)N3CCOCC3)CC2)cc2sccc21
→ 102, -4, 103, 1, -0.4, 0.99, -9, -6, 0.1, -1
CCn1c(CCCCc2n[nH]c(=S)n2CC)n[nH]c1=S
→ 102, 3, 102, 16, -0.2, 1.1, 1, -5, 2.4, -16
O=C(c1cccc(S(=O)(=O)N2CCOCC2)c1)N1CCN(Cc2ccc3c(c2)OCO3)CC1
→ 104, -4, 90, 22, -0.3, 1.2, -3, 11, 0.6, -22
COCCCNS(=O)(=O)c1ccc(Oc2ncc(C(F)(F)F)cc2Cl)cc1
→ 88, 18, 99, -3, -0.4, 1.2, 3, 1, 0.7, 3
N#Cc1cccc(NC(=O)NCCc2c[nH]c3ccccc23)c1
→ 85, 18, 91, 14, -0.1, 1, -9, 10, 0.9, -14
CC(=O)/C=C(\C)Nc1ccc(-c2cnc(-c3ccccc3)o2)cc1
→ 86, 24, 180*, 99, 0.5, 4.8*, 40, -88, -0.4, -99
O=C(Nc1ccc2c(c1)OCCO2)c1ccccc1F
→ 57, 52*, 122, 146*, 0.1, 5.2*, 76*, -24, 0.0, -146
CCOC(=O)N1CCN(S(=O)(=O)c2ccc(OCC)c(C)c2)CC1
→ 93, 9, 98, 14, -0.1, 0.72, -1, 2, 0.5, -14
Cc1ccc(C2/C(=C(\O)c3cnn(-c4ccccc4)c3C)C(=O)C(=O)N2CCN(C)C)o1 (stereo unspecified)
→ 94, 12, 122, 60, 0.4, 1.8, -1, -25, -1.4, -60
CN(CC(CC(=O)Nc1nncs1)c1ccccc1)S(=O)(=O)c1ccccc1 (stereo unspecified)
→ 100, 8, 97, 0, 0.1, 0.93, -3, 4, 0.3, 0
Cc1nc2c3ccccc3n(Cc3ccccc3F)c2s1
→ 105, -6, 97, -10, 0.0, 0.97, -8, 3, 1.3, 10
CC(=Nc1ccccc1)C1=C(O)CSC1=O
→ 104, 3, 92, -4, -0.2, 1.5, -2, 8, 0.7, 4
O=[N+]([O-])c1ccc(N2CCN(S(=O)(=O)Cc3ccccc3)CC2)cc1N1CCOCC1
→ 89, 23, 91, 6, -0.2, 0.65, -9, 10, 2.7, -6
CSCCC(NS(=O)(=O)c1ccc(Cl)c(Cl)c1)C(=O)O (stereo unspecified)
→ 102, -1, 107, -9, 0.0, 1.1, -1, -10, 1.4, 9
COc1ccc(CN2CCN(Cc3cccc(OC)c3)C(CCO)C2)cc1 (stereo unspecified)
→ 94, 12, 95, -8, -0.1, x, 1, 4, 1.3, 8
COC(=O)C1=C(C)N(c2cccc(C)c2)C(=O)/C1=C\c1cccs1
→ 101, 4, 100, 5, -0.2, 1, -7, 0, 1.9, -5
C1COCCNCCOCCOCCOCCN1
→ 102, -2, 103, -3, -0.2, 1.4, -6, -3, 0.9, 2
Cc1csc(C(C#N)C(=O)c2cc3ccccc3o2)n1 (stereo unspecified)
→ 77, 31, 117, 40, -0.2, 1.9, 88*, -19, 3.9, -40
COc1ccc(OC)c(NC(=O)Nc2ccc(Cl)cc2)c1
→ 79, 29, 98, 20, -0.4, 1.5, -4, 2, 2.4, -20
COC(=O)C1=C(C)n2nnnc2NC1c1ccc(Cl)cc1 (stereo unspecified)
→ 99, 5, 97, 6, -0.2, 1, -7, 3, 0.4, -6
CC(=O)C1=C(C)NC(=O)CC1c1ccccc1Cl (stereo unspecified)
→ 84, 27, 90, 14, 0.2, 1, -4, 9, 0.5, -14
Cc1ccc2cc(CCNC(=O)c3cccs3)c(=O)[nH]c2c1
→ 100, 0, 139*, 127, 0.1, 2.2, -3, -43, 5.9, -127
Cc1cccc(C)c1NC(=O)CSc1nnc(-c2ccoc2C)n1CCc1ccccc1
→ 106, -3, 96, -6, -0.4, 1.4, -6, 4, 3.9, 6
CCOC(=O)c1c(NC(=O)C(F)(OC)C(F)(F)F)sc2c1CCN(C)C2 (stereo unspecified)
→ 100, 3, 96, -4, -0.1, 1.2, -6, 4, -0.5, 4
COc1ccc2oc(C)c(NC(C)=O)c2c1
→ 100, 4, 102, 15, -0.3, 1, -7, -2, 0.7, -15
O=C(Nc1nnc(-c2ccccc2)o1)Nc1ccc(F)cc1F
→ 89, 17, 102, -13, -0.1, 1.2, -3, -3, 1.8, 13
O=C(CCC(=O)Nc1nnc(C2CCCCC2)s1)NCC1CCCO1 (stereo unspecified)
→ 100, 6, 92, -3, -0.3, 1.2, -7, 9, -0.3, 3
O=C(Cc1ccc([N+](=O)[O-])cc1)N1CCc2ccccc2C1
→ 104, 0, 96, 6, -0.3, 1.1, -9, 4, 1.5, -6
Cc1ccc(S(=O)(=O)NC2CCCC(C(=O)O)C2)cc1 (stereo unspecified)
→ 97, 9, 99, 25, -0.4, 1.2, -8, 1, 0.5, -25

Two entries from above, set out differently:
molecule | STAT3 act | STAT3 blocker | STAT1 activator | APP 5'UTR act | Hsp70 activator | NF-kB neuron act | FLuc inh counter | STAT1 blocker | RAM inhibit | APP 5UTR inh
COc1ccc(CN2CCN(Cc3cccc(OC)c3)C(CCO)C2)cc1 (stereo unspecified) | 94 | 12 | 95 | -8 | -0.1 | x | 1 | 4 | 1.3 | 8
COC(=O)C1=C(C)N(c2cccc(C)c2)C(=O)/C1=C\c1cccs1 | 101 | 4 | 100 | 5 | -0.2 | 1 | -7 | 0 | 1.9 | -5

(listing goes on)
Value order – STAT3 act, STAT3 blocker, STAT1 activator, APP 5'UTR act, Hsp70 activator, NF-kB neuron act, FLuc inh counter, STAT1 blocker, RAM inhibit, APP 5UTR inh
O=C(O)c1cccc(Oc2ccc([N+](=O)[O-])cc2)c1
→ 97, 1, 103, 6, -0.1, 1.1, -2, -3, 0.4, -6
O=C(Cn1c2c(c(-c3ccccc3)cc1=O)CCCC2)N1CCCCCC1
→ 94, 7, 104, -9, -0.1, 1.1, -4, -4, -1.1, 9
Nc1nnc(SCC(=O)OCc2ccc(F)cc2)s1
→ 100, -4, 101, -8, -0.4, 0.99, -2, -1, 0.8, 8
CCCNC(=O)Nc1nccs1
→ 100, 0, 93, -14, -0.1, 1.2, -1, 5, -0.2, 14
CC(C)COc1ccc(CSCCNC(=S)Nc2ccccc2)cc1
→ 92, 15, 97, -2, -0.1, 1.4, -5, 4, 9.0*, 2
O=C(C1=C[C@H](c2ccc(C(F)(F)F)cc2)C[C@H](OCc2ccc(CO)cc2)O1)N1CCN(Cc2ccc3c(c2)OCO3)CC1
→ x, x, 98, -4, 0.3, 0.94, 0, 3, 1.8, 4
CCCCn1c(SCC(=O)OCC)nnc1-c1ccoc1C
→ 100, 2, 102, 5, 0.2, 1, -3, -2, 2.2, -5
CCn1c(SCC(=O)Nc2ccc(NC(=O)c3ccco3)c(OC)c2)nc2ccccc2c1=O
→ 78, 30, 110, 29, -0.1, 1.1, 4, -11, 3.3, -29
Cn1cnc2c1c(=O)n(Cc1c(Cl)cccc1Cl)c(=O)n2C
→ 98, 7, 94, 7, -0.3, 0.73, -5, 6, 0.4, -7
CCn1ccc(=N)cc1
→ 94, 17, 93, 16, -0.2, 1.1, 3, 8, -1.6, -16
Cc1ccc(Cn2nnnc2CN2CCC(O)(c3cccnc3)CC2)cc1
→ 106, -5, 103, 15, -0.2, 1.1, -6, -5, 1.1, -16
Cc1ccc(SCCNC(=S)Nc2cc(C)ccc2C)cc1
→ 100, 0, 99, -3, 0.0, 0.93, -5, 4, 8.9*, 3
CC(C)(C)c1ccc(OCCC(=O)NC2=NCCS2)cc1
→ 109, -5, 108, 5, -0.1, 1.4, -1, -8, -0.8, -5
N#Cc1c(-c2ccccc2)c(C#N)c2nc3ccccc3n2c1N
→ 81, 29, 76, -15, -0.2, 1.6, -6, 26, 1.3, 15
CCOCCCNC(=O)C(NC(=O)c1ccc(NC(C)=O)cc1)c1ccc(OC)cc1 (stereo unspecified)
→ 99, 5, 118, -15, -0.5, 1.2, -7, -19, 1.9, 15
CCOC(=O)c1cc(C#N)c(Oc2ccccc2OC)nc1-c1ccccc1
→ 101, 9, 96, 12, -0.3, 0.63, -6, 4, 7.8, -12
CCN(CC)CCN1C(=O)C(=O)/C(=C(/O)c2cccc(OC)c2)C1c1ccccn1 (stereo unspecified)
→ 100, 4, 100, 2, -0.2, 1.2, -5, 0, -0.1, -2
O=C(CCN1CCCCC1c1cccnc1)NCc1ccccc1 (stereo unspecified)
→ 100, 4, 100, -4, -0.1, 0.77, -7, 0, 1.9, 4
Cc1ccc(S(=O)(=O)Cc2ccc(C(=O)NCCCN3CCN(C)CC3)o2)cc1
→ 98, 7, 101, 0, -0.6, 0.99, -2, -1, 0.7, 0
O=C(c1ccc(F)cc1)c1c[nH]c(C(=O)NCCCN2CCOCC2)c1
→ 96, 9, 100, -6, -0.3, 0.98, -2, 0, 1.3, 6
COc1ccc(CCNC(=O)CCNC(=O)c2ccc(Cl)cc2)cc1OC
→ 102, 3, 103, 4, -0.3, 1, 0, -3, 0.4, -4
COc1ccc(N2C(=O)CC(c3ccc(OC(C)C)cc3)C2=O)cc1 (stereo unspecified)
→ x, x, x, 7, x, 0.98, 1, x, 3.9, -7
COc1ccc(Nc2nc(C)c(-c3ccccc3)s2)cc1
→ 99, 0, 156*, 82, 0.1, 2.5, 12, -61, -0.8, -82
O=C(Nc1ccc2c(c1)OCO2)C1CCCN(S(=O)(=O)c2cccs2)C1 (stereo unspecified)
→ 96, 9, 97, -12, -0.1, 1, -9, 3, 4.2, 12
O=C(O)c1ccc(/C=N/Nc2nnnn2-c2ccccc2)cc1
→ 90, 13, 97, -7, -0.3, 1.1, -4, 4, 2.3, 7
O=C(Nc1ccc(Br)cc1)c1ccc(F)c(S(=O)(=O)N2CCN(c3ccccn3)CC2)c1
→ 82, 23, 84, -12, -0.4, 0.84, 0, 16, 7.1, 12
O=C(CCl)Nc1nc(-c2ccco2)c(-c2ccco2)s1
→ 96, 2, 93, -2, -0.3, 0.92, 2, 8, 0.5, 2
